# DNMT1 block: DNMT1 (human) enzyme inhibition | P26358 | DNMT1 molecular beacon, Hinp1I cleavage, fluorescence | inhibition (reported as % activation of signal), % at 10 µM | 360,000 compounds, 0.83% hits | AID 588458; in the data active = inhibition above about 50%
# CSN deneddyl inh: blocks human CSN-mediated cullin deneddylation; Purified CSN, SCF-Nedd8-OG deneddylation, fluorescence polarization; 360,000 compounds, 0.38% hits; inhibition, % at 12.5 µM;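 active = pattern-corrected inhibition above about 35%, with an unprinted fluorescence ratio check between 0.5 and 1.5, limit read from the data, passing the limit was not always enough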;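 note: 0% = enzyme with substrate and 100% = substrate without enzyme; some results filed as inactive read as strong as hits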
#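 Assay system: HEK293T-derived human Csn5 enzyme; quantity: 0.24 nM enzyme; medium: Tris/NaCl/DTT buffer, pH 7.5; also added: substrate SCFSkp2-Nedd8OG, 10 nM; doses: 12.5 µM compound; schedule: 90 min reaction at room temperature; signal: FP; read-out: % inhibition of substrate cleavage by Csn5; benchmarks: substrate-only high control, full reaction low control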
# Neddyl block: cullin neddylation inhibition. TR-FRET cullin neddylation, biochemical. calls only at 25 µM. 360,000 compounds, 0.58% hits. AID 651699; in the data active = inhibition above about 36%
# Target sequence (P61081 whole entry, looked up): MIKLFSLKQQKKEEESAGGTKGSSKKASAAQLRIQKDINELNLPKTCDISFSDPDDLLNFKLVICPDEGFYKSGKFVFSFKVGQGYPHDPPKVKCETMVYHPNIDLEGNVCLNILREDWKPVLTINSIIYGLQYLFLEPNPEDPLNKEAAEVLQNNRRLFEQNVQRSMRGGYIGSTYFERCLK
# Target sequence (Q13564 whole entry, looked up): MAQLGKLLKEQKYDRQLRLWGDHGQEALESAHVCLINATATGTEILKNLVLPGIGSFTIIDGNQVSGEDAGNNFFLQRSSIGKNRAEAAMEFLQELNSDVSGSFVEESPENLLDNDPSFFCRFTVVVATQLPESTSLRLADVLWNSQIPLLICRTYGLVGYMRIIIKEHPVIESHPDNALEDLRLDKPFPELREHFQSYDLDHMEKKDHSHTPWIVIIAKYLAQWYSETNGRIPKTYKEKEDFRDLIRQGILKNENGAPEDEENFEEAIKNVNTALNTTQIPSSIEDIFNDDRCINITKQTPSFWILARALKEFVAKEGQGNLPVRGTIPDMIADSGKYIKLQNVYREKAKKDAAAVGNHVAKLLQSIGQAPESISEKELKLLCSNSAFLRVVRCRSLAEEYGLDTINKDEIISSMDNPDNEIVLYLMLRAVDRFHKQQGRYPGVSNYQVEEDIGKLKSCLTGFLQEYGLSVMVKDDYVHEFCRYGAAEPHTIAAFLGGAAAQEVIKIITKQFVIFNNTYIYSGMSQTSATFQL
# Rpn11 inh: inhibitors of human proteasome Rpn11; AID 588493; calls only at 20 µM; human 26S proteasome, Ub4-pepOG fluorescence polarization; 20S core pre-blocked with epoxomicin; 360,000 compounds, 0.59% hits; O00487;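 active = inhibition at 20 µM, scaled to each plate's controls, above about 33%, limit read from the data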
# Scp-1 inhibitor: blocks human Scp-1 phosphatase activity. 340,000 compounds, 0.88% hits. AID 493091. Q9GZU7. Recombinant Scp1, phosphopeptide, malachite green phosphate absorbance. inhibition, % at 20 µM;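 active = inhibition above about 50% at 20 µM, limit read from the data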;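 note: plate controls were DMSO wells with enzyme for no effect and wells lacking enzyme for full effect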
# Target sequence (Q9GZU7 76-261 limits assumed): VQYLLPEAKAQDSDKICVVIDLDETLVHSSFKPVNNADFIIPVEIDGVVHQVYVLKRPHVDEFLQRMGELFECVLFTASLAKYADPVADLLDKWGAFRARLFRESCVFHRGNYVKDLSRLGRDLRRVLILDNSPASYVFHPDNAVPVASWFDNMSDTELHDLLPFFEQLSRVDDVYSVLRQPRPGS
#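 Test system – truncated SCP-1 phosphatase (76-261aa) · Reagent – Phosphorylated 17-residue peptide substrate · Incubation – 45 min room-temperature reaction, 5 min colour, 30 min stabiliser · Detection – colorimetric phosphate reagent with accelerator and stabiliser, absorbance at 630 nm · Measure – % inhibition at 20 µM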
# Rin1-Abl PPI inh: human Rin1-Abl interaction inhibition; TR-FRET Rin1/Abl binding, biochemical; inhibition, % at 7.35 µM; 360,000 compounds, 0.4% hits; AID 588664; in the data active = inhibition above about 5%, passing the limit was not always enough
# LMPTP inh: blocks human LMPTP phosphatase; P24666; recombinant LMPTP-A, OMFP fluorogenic substrate, fluorescence intensity; inhibition, % at 20 µM; 360,000 compounds, 0.22% hits;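 active = compounds that cut the enzyme signal by at least half of the control window in the single-dose screen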;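 note: plate controls were DMSO wells with enzyme plus substrate for no effect and substrate without enzyme for full effect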
#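 Assay system: LMPTP-A phosphatase enzyme | Input: 0.625 nM enzyme | Also added: Fluorogenic phosphatase substrate OMFP at 400 µM final | Compound dosing: One test concentration per compound, 20 µM, with 3% DMSO overall | Schedule: 50 min enzyme reaction at room temperature, protected from light | Signal: Fluorescence intensity | Benchmarks: no-enzyme and uninhibited controls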
# NadD inh: NadD (S. aureus) enzyme inhibition | inhibition, % at 20 µM | 360,000 compounds, 0.78% hits | AID 602399 | purified NadD enzyme, colorimetric absorbance read-out; in the data active = inhibition above about 26%; note: some compounds past the cut are filed as inactive
# SUMO1 PPI mod: SUMO1-SIM interaction modulation; AID 602429; SUMO1 binding to a labelled peptide, TR-FRET, 1 h; inhibition, % at 20 µM; P63165; 360,000 compounds, 0.33% hits; in the data active = inhibition above about 37%
# Target sequence (P63165 whole entry, looked up): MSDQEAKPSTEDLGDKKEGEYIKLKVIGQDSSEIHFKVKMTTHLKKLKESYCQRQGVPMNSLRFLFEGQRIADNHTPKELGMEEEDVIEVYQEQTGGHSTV
# STEP block: inhibitors of human striatal-enriched phosphatase STEP; P54829; recombinant STEP, OMFP fluorogenic substrate, fluorescence; inhibition, % at 20 µM; 360,000 compounds, 0.25% hits;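 active = inhibition at 20 µM, scaled per plate between control wells, above about 37%, limit read from the data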;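 note: 0% = DMSO with enzyme and substrate and 100% = substrate only without enzyme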
#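 Material: STEP (striatal-enriched tyrosine phosphatase) enzyme, cell-free; Compound dosing: 20 µM single dose in 1% DMSO; Technique: fluorescence read at 480 nm ex / 540 nm em; Times: reaction 20 min, ambient temperature; Medium: 50 mM Bis-Tris pH 6.0 with 2.5 mM DTT and 0.005% Tween 20; Also added: OMFP at 25 µM.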
# An asterisk follows results filed as active; i = inactive; nt = no result given; + = active, no number.
SMILES,DNMT1 block,CSN deneddyl inh,Neddyl block,Rpn11 inh,Scp-1 inhibitor,Rin1-Abl PPI inh,LMPTP inh,NadD inh,SUMO1 PPI mod,STEP block
COc1cc2c(C(=O)N(C)c3cc(Cl)ccc3OC)cn(C)c(=O)c2cc1OC,1.6,-2.1,i,i,-6.0,3.1,-1.1,-5.6,-0.6,-2.0
COCCn1c(=O)c2c(nc3n2CCCN3CCc2ccccc2)n(C)c1=O,1.1,-5.3,i,i,-9.1,4.7,-0.4,1.2,10.5,-3.4
COCCCNC(=O)c1ccc(CNS(=O)(=O)c2ccc(NC(C)=O)cc2)cc1,-1.9,2.7,i,i,5.7,-1.4,-0.6,10.6,-0.3,-1.5
O=C(COC(=O)c1ccc(O)cc1O)NC(=O)NCc1ccccc1,10.6,2.2,i,i,14.3,-1.3,2.2,-7.4,2.9,-1.6
O=C(NCCN1CCOCC1)c1ccc2c(c1)N(Cc1ccc(Cl)cc1)C(=O)CS2,1.1,-2.6,i,i,-3.0,3.0,-1.9,-5.2,1.5,2.0
Cc1ccc(C)c(NC(=S)NC(NC(=O)OCc2ccccc2)C(Cl)(Cl)Cl)c1 (configuration not stated),21.7,1.4,i,i,-3.9,1.8,-0.4,-0.4,-0.5,-0.1
O=C(Nc1ccccc1)c1cn2ccccc2n1,4.6,-5.0,i,i,-0.8,-1.5,3.1,-2.1,0.9,-0.4
COC(=O)c1ccccc1N(Cc1ccccc1)S(C)(=O)=O,-1.8,-7.5,i,i,-1.6,0.8,-3.3,-0.6,4.7,-9.1
O=C(CCCN1C(=O)/C(=C\c2cccs2)SC1=S)Nc1ccccn1,0.9,5.8,i,+,-5.0,0.8,-0.1,1.9,-10.1,-3.8
CCOC(=O)COc1c(OC)cc(Cl)cc1C1Nc2ccccc2C(=O)N1c1ccccc1 (configuration not stated),-9.3,-5.0,nt,i,-13.0,-5.1,2.6,7.4,4.7,8.1
CCc1ccc(-n2c(SCc3cc(=O)n4cc(Br)ccc4n3)nc3[nH]ncc3c2=O)cc1,3.0,1.8,i,i,17.8,-3.9,-1.8,19.3,-22.5,1.6
COc1ccc(S(=O)(=O)N2CCOC23CCN(S(=O)(=O)c2ccc(C)cc2)CC3)cc1,-0.9,1.8,i,i,-0.8,-2.5,3.3,-2.2,-0.8,-1.4
CC(C)CNC(=O)c1cc([N+](=O)[O-])ccc1N1CCOCC1,4.6,-8.2,i,i,-2.3,-3.0,1.2,-5.2,-12.8,-4.9
O=S(=O)(NC1CCCCC1N1CCN(c2ccccc2F)CC1)c1ccc(Cl)cc1 (configuration not stated),2.4,3.1,i,i,0.8,-4.2,1.3,5.5,4.9,0.5
CCOc1ccc(-c2ncncc2-c2ccccc2OC)c(O)c1,-3.8,-3.5,i,i,-9.0,-2.5,-0.2,-1.1,-4.5,0.3
O=C(c1ccccc1)N(C(=O)c1ccccc1)N1CCCC1,1.1,-0.4,i,i,-3.8,0.5,-2.0,-2.1,2.6,-2.2
O=C(CSc1nnc(CNC(=O)c2c(F)cccc2Cl)o1)NCc1ccccc1,0.1,-0.4,i,i,9.8,-2.5,-0.9,-6.2,1.6,0.5
CCC(CC)C1=NN2C(=N)/C(=C/c3ccc(OC(=O)c4ccco4)cc3)C(=O)N=C2S1,2.4,4.5,i,i,-11.0,-3.3,2.2,11.9,-6.1,0.3
Cc1cccc(NC(=O)Cc2ccc(F)cc2)c1,-4.1,-3.8,i,i,-11.2,2.8,-0.7,-2.8,1.6,1.4
CCc1cccc(C)c1NC(=O)c1cc(=O)[nH]c2ccc(S(=O)(=O)N3CCOCC3)cc12,10.9,-11.5,i,i,-5.5,0.8,-0.2,9.0,0.5,3.7
Cc1ccc(OCCn2cc(Br)c(=O)[nH]c2=O)cc1,-0.1,4.1,i,i,2.5,2.8,-1.9,1.0,3.2,-1.8
CCCCN(C(=O)C1=NN(c2cc(C)ccc2C)C(=O)CC1)c1c(N)n(CCC)c(=O)[nH]c1=O,-2.1,-0.8,i,i,-7.3,2.0,-0.6,3.5,12.6,-4.2
Cc1ccccc1NC(=O)N(O)C1(C#N)CCCCC1,2.3,-4.8,i,i,-7.7,2.4,-0.6,-3.0,-1.4,0.5
CCc1ccc(N2C(=O)CC(Cn3nc(C)cc3C)C2=O)cc1 (configuration not stated),1.3,-4.1,i,i,-3.1,-0.7,-1.3,2.7,-2.0,-1.3
CC(C)(C)c1nc[nH]c(=O)c1Br,3.0,-0.9,i,i,-4.4,1.1,-1.9,-3.3,3.0,-0.4
CC(C)(C)NC(=O)C(=O)NNC(=O)c1ccc(C(C)(C)C)cc1,-0.4,-2.2,i,i,-9.6,-1.2,0.0,4.0,-2.4,1.3
CCCn1c(=O)c2c(C(F)(F)F)cc(-c3cccs3)nc2n(CCC)c1=O,0.6,-3.0,i,i,-6.8,-2.3,-1.2,0.2,4.2,1.0
CCCC1=NN(c2ccc([N+](=O)[O-])cc2)C(=O)/C1=C\N(C)C,-3.3,-6.1,i,i,-3.9,-3.3,0.5,-0.2,-18.0,1.4
CC(C)(C)OC(=O)NN=C(c1ccc(O)cc1)c1ccc(O)cc1,0.8,-0.1,i,i,-2.2,-4.6,0.1,-2.1,2.0,2.7
COc1cccc(-n2ccnc2SCC(=O)Nc2cc(C)on2)c1,1.6,-2.2,i,i,-0.8,-0.4,-0.1,2.8,3.0,1.7
Cc1cccc(-n2c(=O)[nH]c3c(C(N)=O)nc(-c4ccccc4Cl)nc32)c1,9.2,5.0,i,i,4.1,0.3,-0.2,9.2,-1.5,0.5
CC1=CCC2COC(c3ccc[n+](Cc4ccccc4)c3)C1C2 (configuration not stated),-5.1,1.7,i,i,-7.6,1.6,0.9,2.6,-6.9,-2.3
CCOC(=O)c1c[nH]c2c(C(F)(F)F)cccc2c1=O,3.5,0.7,i,i,-6.0,2.8,-0.8,-4.3,-0.7,-1.3
O=C(CN(C(=O)c1ccccc1)C(=O)c1ccccc1)OCc1ccccc1,-3.8,-2.7,i,i,-13.3,-1.7,1.3,-6.3,0.2,3.3
CCOc1ccc(CNc2cccc(SC)c2)cc1,-1.8,-6.1,i,i,-8.0,5.5,0.4,-0.8,-5.7,-0.3
CCN(CC)C(=O)/C=C/c1ccc(OC)c(S(=O)(=O)N2CCCCC2)c1,3.5,-2.8,i,i,4.5,3.2,-1.3,-1.8,-5.3,2.4
Cc1ccc(Cl)cc1NC(=O)CCS(=O)(=O)c1cccc2nonc12,-0.7,2.5,i,i,4.4,-1.7,-0.2,-4.0,-15.7,-1.5
C=CCSc1ccc(S(=O)(=O)N2CCN(C)CC2)cn1,-1.4,2.6,i,i,-4.8,4.5,-1.5,-1.1,4.2,-0.8
CCOC(=O)Cn1nnc2c(sc3nc4c(c(-c5ccccc5)c32)CCC4)c1=O,0.0,6.9,i,i,29.7,3.5,0.5,-5.5,-17.2,1.5
CC(C)(C)C(=O)Nc1nnc(SCc2ccc(F)cc2)s1,-2.5,0.9,i,i,-11.2,5.5,-0.1,-7.6,-4.1,-2.7
Cc1ccc2c(c1)C(=O)N1c3cc(C)c(C)cc3NC(=O)C1C(=O)N2 (configuration not stated),15.0,3.6,i,i,nt,-1.0,-1.7,-1.4,-0.7,2.6
CCOC(=O)C(C)Sc1nc2c([nH]c3ccccc32)c(=O)n1C (configuration not stated),6.1,5.0,i,i,-5.2,3.9,1.7,-1.2,-0.4,0.6
CCOc1ccccc1-n1cnc(C#N)c1N,-1.4,13.3,i,i,0.9,7.0,-1.5,-2.1,1.5,-2.9
COc1ccc(S(=O)(=O)N(C)C[C@@H]2OCc3cnnn3CCCC(=O)N([C@@H](C)CO)C[C@H]2C)cc1,29.0,2.7,i,i,nt,-1.6,-0.5,3.2,0.5,-2.2
NC(=O)[C@H]1CC2(CC(c3cccc(NC(=O)COc4ccc(Cl)cc4)c3)=NO2)CN1C(=O)C(c1ccccc1)c1ccccc1 (some centres not stated),-32.4,6.0,i,i,-4.4,2.7,2.3,32.9*,-1.6,1.3
CCCCN(C)C(=O)c1sc(=O)n(Cc2c(C)cccc2C)c1C,2.7,-0.8,i,i,nt,-3.0,0.0,-5.4,4.2,-1.0
CCOc1ccccc1NC(=O)CSc1nnc(CNC(=O)COc2ccc(Cl)cc2)o1,0.1,-2.8,i,i,0.5,-1.6,-0.7,-8.4,1.5,-2.4
N#C/C(=C\c1ccccc1Cl)C(=O)NC(=O)Oc1ccccc1,1.4,0.3,i,i,-0.4,3.0,0.5,6.4,-8.7,-2.8
Cn1c(O)c(N=Nc2ccccc2)c2ccccc21,-2.6,4.1,i,i,-9.0,-3.1,0.1,-8.8,-28.1,-0.5
CCOc1ccc(S(=O)(=O)NCCC(=O)NC2CCN(Cc3ccccc3)CC2)cc1,-0.1,-2.3,i,i,-7.6,-0.5,-0.8,-10.0,-3.7,1.3
O=C(COC(=O)CCc1ccc(S(=O)(=O)N2CCOCC2)cc1)Nc1ccccc1[N+](=O)[O-],-0.1,2.9,i,i,-13.3,0.5,0.4,-3.3,-33.3,-1.3
O=C(CC12CC3CC(CC(C3)C1)C2)N1CCN(S(=O)(=O)c2cccs2)CC1,2.4,-9.7,i,i,-1.0,-5.2,2.2,4.0,-4.7,4.2
CCOC(=O)C1=CCN(S(=O)(=O)c2ccccc2F)C1c1cccc(Br)c1 (configuration not stated),-8.6,1.1,i,i,nt,-0.6,2.0,-5.7,5.7,3.1
O=C1Nc2ccccc2Nc2ccc([N+](=O)[O-])cc21,-24.3,-3.2,i,i,-4.5,-9.0,3.0,-1.6,-28.9,-0.8
CCOc1ncccc1C(=O)Nc1ccccc1N1CCOCC1,-1.4,-6.4,i,i,2.6,7.5,-1.1,-2.1,7.8,-3.3
O=S(=O)(Nc1cccc(-n2cnnn2)c1)c1ccc(F)cc1,-0.7,0.5,i,i,-5.8,-1.6,-0.1,1.8,0.2,0.7

# Bioassay records from PubChem BioAssay.
